Screening results deposited in PubChem BioAssay by several laboratories.
SRC2 TRFRET art – counter-screen for PPARgamma SRC-2 recruitment agonists: TR-FRET artefact | 200,000 tested, 0.4% active | AID 1049 | stronger effect = higher value | TR-FRET ratio at 8 µM; in the data active means TR-FRET ratio above about 2000; further: inactives centre near 1500
PPARg SRC-2 ag – agonists of SRC-2 recruitment by human PPARgamma; P37231; PPARgamma LBD-SRC-2 recruitment, biochemical; activation, % at 8 µM; 200,000 tested, 0.34% active; in the data active means activation above about 22%;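 further: 0% = vehicle and 100% = reference agonist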
Target sequence (P37231 whole entry, looked up, the tested form may be a part): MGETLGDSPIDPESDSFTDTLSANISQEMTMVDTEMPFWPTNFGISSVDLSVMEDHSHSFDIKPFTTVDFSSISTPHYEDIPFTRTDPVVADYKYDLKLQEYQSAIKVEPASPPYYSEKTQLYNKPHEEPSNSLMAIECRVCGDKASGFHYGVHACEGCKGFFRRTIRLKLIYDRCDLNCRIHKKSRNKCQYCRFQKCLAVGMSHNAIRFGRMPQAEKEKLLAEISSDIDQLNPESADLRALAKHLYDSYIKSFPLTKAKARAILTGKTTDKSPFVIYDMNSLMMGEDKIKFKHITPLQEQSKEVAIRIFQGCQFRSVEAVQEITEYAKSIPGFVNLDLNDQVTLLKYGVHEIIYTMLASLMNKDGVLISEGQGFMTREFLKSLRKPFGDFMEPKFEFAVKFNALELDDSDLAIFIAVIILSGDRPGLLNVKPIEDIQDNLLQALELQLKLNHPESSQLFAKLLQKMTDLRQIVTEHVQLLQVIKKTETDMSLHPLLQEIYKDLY
TNAP inh hi DEA – blocks human TNAP under high phosphate acceptor concentration. P05186. purified TNAP, CDP-star luminescence, 1 M DEA. inhibition, % at 20 µM. 200,000 tested, 0.03% active;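 active means over 50% inhibition of tissue-nonspecific alkaline phosphatase at 20 µM in the single-dose screen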;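 further: plate controls were DMSO wells for no effect and EDTA-quenched wells as full inhibition for full effect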
Target sequence (P05186 whole entry, looked up): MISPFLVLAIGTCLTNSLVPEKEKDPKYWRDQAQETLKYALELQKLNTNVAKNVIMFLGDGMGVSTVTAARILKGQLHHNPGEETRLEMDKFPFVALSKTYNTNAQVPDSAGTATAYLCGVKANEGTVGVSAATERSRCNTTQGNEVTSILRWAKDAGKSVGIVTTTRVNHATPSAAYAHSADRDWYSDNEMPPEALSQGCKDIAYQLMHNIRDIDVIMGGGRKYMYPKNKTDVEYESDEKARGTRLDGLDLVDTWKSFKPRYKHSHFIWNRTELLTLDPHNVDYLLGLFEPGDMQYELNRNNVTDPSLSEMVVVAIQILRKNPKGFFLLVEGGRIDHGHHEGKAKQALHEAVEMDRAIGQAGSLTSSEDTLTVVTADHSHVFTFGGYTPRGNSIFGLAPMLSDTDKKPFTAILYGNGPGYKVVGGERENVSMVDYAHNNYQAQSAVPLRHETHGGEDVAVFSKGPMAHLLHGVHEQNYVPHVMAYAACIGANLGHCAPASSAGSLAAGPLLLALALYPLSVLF
PPARg SRC1 recr – agonists of human PPARgamma SRC-1 coactivator recruitment; 200,000 tested, 0.41% active; activation, % at 8 µM; P37231; PPARgamma-SRC-1 coactivator recruitment biochemical assay; in the data active means activation above about 19%;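 further: 0% = DMSO and 100% = reference agonist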
TNAP act hi DEA – increases human TNAP activity under high phosphate acceptor concentration; P05186; purified TNAP, CDP-star luminescence, 1 M DEA, 30 min; stronger effect = higher value; 0 = EDTA background, 1 = DMSO-only activity; activation factor at 20 µM; 200,000 tested, under 10 active;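 active means activation factor at least 2 at 20 µM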
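Dosing: 20 µM single point. System: human TNAP. Amount: TNAP 1/800 final. Incubation: 30 min, room temperature. Read-out: TNAP activation factor scaled between EDTA and DMSO control wells. Signal: luminescence from CDP-star hydrolysis. Medium: 1 M DEA, pH 9.8, Mg2+, Zn2+. Control set: EDTA negative control, DMSO positive control.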
PPARg SRC-3 ag – PPARgamma-driven SRC-3 recruitment agonism; P37231; biochemical PPARgamma/SRC-3 coactivator recruitment assay; activation, % at 8 µM; 200,000 tested, 0.26% active; AID 731; in the data active means activation above about 23%;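 further: 0% = DMSO and 100% = reference agonist; some compounds past the cut are filed as inactive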
Efa HMGR inh – inhibitors of class II HMG-CoA reductase from Enterococcus faecalis | 190,000 tested, 0.41% active | inhibition, % at 10 µM | purified E. faecalis HMGR, NADPH absorbance 340 nm kinetic | AID 1066;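 active means inhibition above a set limit, the median over all tested compounds plus 3 SD, cut at about 9.5% in these data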;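 further: enzyme runs in reverse so mevalonate oxidation gives rising NADPH absorbance; 0% = complete reaction with DMSO and 100% = background rate lacking mevalonate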
bIAP activator – intestinal alkaline phosphatase (bovine) activation; activation factor at 20 µM; purified bovine IAP, CDP-star luminescence, 30 min; stronger effect = higher value; fold of DMSO-control signal, blank-subtracted; 200,000 tested, 0.17% active;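 active means activation factor of 2 or more at 20 µM, a signal rise over negative controls twice the positive control's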
TNAP inh no acc – TNAP (human) inhibition, acceptor-free conditions; P05186; purified TNAP, CDP-star luminescence, 30 min; inhibition, % at 20 µM; 200,000 tested, 0.26% active; AID 1012;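 active means tissue-nonspecific alkaline phosphatase inhibition above about 50% at 20 µM in the single-dose screen, limit read from the data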;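 further: 0% = DMSO negative control and 100% = EDTA positive control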
bIAP inhibitor – intestinal alkaline phosphatase (bovine) inhibition. purified bovine IAP, CDP-star luminescence, 30 min. inhibition, % at 20 µM. 190,000 tested, under 10 active. AID 1019;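 active means over 50% inhibition of intestinal alkaline phosphatase at 20 µM in the single-dose screen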
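Assay system: bovine IAP enzyme; medium: DEA buffer 100 mM, pH 9.8, with MgCl2 1.0 mM, ZnCl2 0.02 mM; doses: 20 µM single dose; incubation: enzyme reaction for 30 min at room temperature; detection: CDP-star luminescence signal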
* hit, by the source's call.

For COc1ccc(NC(=S)N2CCCC2)cc1 the results were SRC2 TRFRET art 1494, PPARg SRC-2 ag 2, TNAP inh hi DEA -5, PPARg SRC1 recr 3, TNAP act hi DEA 1, PPARg SRC-3 ag 1, Efa HMGR inh 1, bIAP activator 1, TNAP inh no acc -13 and bIAP inhibitor 5.
For COc1ccc(-c2nnc(S/C(=C/c3ccc(Cl)cc3)C(=O)O)o2)cc1 the results were SRC2 TRFRET art 1371, PPARg SRC-2 ag 4, TNAP inh hi DEA 1, PPARg SRC1 recr 5, TNAP act hi DEA 1, PPARg SRC-3 ag -1, Efa HMGR inh 0, bIAP activator 1, TNAP inh no acc 4 and bIAP inhibitor 0.
CC(CN(C)Cc1ccccc1)OC(=O)c1ccc2c(c1)OCCO2 (stereo not drawn) was read as SRC2 TRFRET art 1792, PPARg SRC-2 ag -8, TNAP inh hi DEA 0, PPARg SRC1 recr -6, TNAP act hi DEA 1, PPARg SRC-3 ag 4, Efa HMGR inh -1, bIAP activator 0.9, TNAP inh no acc -1 and bIAP inhibitor 8.
`CC(=O)c1ccc(NC(=O)Cn2nc(C)cc2C)cc1` gave SRC2 TRFRET art 1456, PPARg SRC-2 ag 4, TNAP inh hi DEA -2, PPARg SRC1 recr 1, TNAP act hi DEA 1, PPARg SRC-3 ag 8, Efa HMGR inh -7, bIAP activator 1, TNAP inh no acc -6 and bIAP inhibitor -4.
Cc1cc(C)c(NC(=O)c2sc3nc(C)[nH]c(=O)c3c2C)c(C)c1 was read as SRC2 TRFRET art 1707, PPARg SRC-2 ag 10, TNAP inh hi DEA 2, PPARg SRC1 recr 6, TNAP act hi DEA 1, PPARg SRC-3 ag 1, Efa HMGR inh 4, bIAP activator 1.1, TNAP inh no acc -8 and bIAP inhibitor -9.
Screening Cc1cc(S(=O)(=O)N2CCCC2)ccc1OCC(=O)NC1CCCC1 returned SRC2 TRFRET art 1658, PPARg SRC-2 ag 5, TNAP inh hi DEA -9, PPARg SRC1 recr 13, TNAP act hi DEA 1.1, PPARg SRC-3 ag 1, Efa HMGR inh -2, bIAP activator 1, TNAP inh no acc -14 and bIAP inhibitor 1.
Screening COc1ccc(/C=N/Nc2nc(-c3cccc(S(=O)(=O)N4CCCC4)c3)cs2)cc1OC returned SRC2 TRFRET art 1401, PPARg SRC-2 ag 4, TNAP inh hi DEA -2, PPARg SRC1 recr 4, TNAP act hi DEA 1, PPARg SRC-3 ag 2, Efa HMGR inh 0, bIAP activator 1.1, TNAP inh no acc -6 and bIAP inhibitor -8.
CCNCC(O)COCC(O)CNCC (stereo not drawn) was read as SRC2 TRFRET art 1388, PPARg SRC-2 ag -1, TNAP inh hi DEA 2, PPARg SRC1 recr 1, TNAP act hi DEA 1, PPARg SRC-3 ag 12, Efa HMGR inh 0, bIAP activator 1, TNAP inh no acc -8 and bIAP inhibitor -2.
COc1ccc(C(=O)N/N=C(/C)c2ccc(N3CCCCC3)cc2)cc1 was read as SRC2 TRFRET art 1424, PPARg SRC-2 ag -3, TNAP inh hi DEA -1, PPARg SRC1 recr 4, TNAP act hi DEA 1, PPARg SRC-3 ag -4, Efa HMGR inh -5, bIAP activator 1.1, TNAP inh no acc -5 and bIAP inhibitor -5.
Screening O=C(CSC1CC(=O)N(CCc2ccccc2)C1=O)Nc1ccc(Cl)cc1 (stereo not drawn) returned SRC2 TRFRET art 1572, PPARg SRC-2 ag 4, TNAP inh hi DEA 3, PPARg SRC1 recr 8, TNAP act hi DEA 1, PPARg SRC-3 ag 0, Efa HMGR inh 1, bIAP activator 1.5, TNAP inh no acc -21 and bIAP inhibitor -50.
CCc1c(C(=O)NCc2cnn(C)c2)csc1C was read as SRC2 TRFRET art 1512, PPARg SRC-2 ag -4, TNAP inh hi DEA -8, PPARg SRC1 recr -2, TNAP act hi DEA 1.1, PPARg SRC-3 ag -5, Efa HMGR inh -4, bIAP activator 0.9, TNAP inh no acc -8 and bIAP inhibitor 11.
CSCCC(NC(=O)C1CCC(C)CC1)C(=O)NCCN1CCC(C)CC1 (stereo not drawn) was read as SRC2 TRFRET art 1441, PPARg SRC-2 ag -5, TNAP inh hi DEA 0, PPARg SRC1 recr 0, TNAP act hi DEA 1, PPARg SRC-3 ag -1, Efa HMGR inh 3, bIAP activator 1.4, TNAP inh no acc -10 and bIAP inhibitor -39.
Screening Cc1ccc(O)c(-c2cc(C(=O)NCc3ccccc3)[nH]n2)c1 returned SRC2 TRFRET art 1567, PPARg SRC-2 ag -9, TNAP inh hi DEA -131, PPARg SRC1 recr 1, TNAP act hi DEA 2.3*, PPARg SRC-3 ag -2, Efa HMGR inh -1, bIAP activator 0.8, TNAP inh no acc inactive and bIAP inhibitor 24.
Screening Cc1cc(C)c(S(=O)(=O)c2ccccc2)c(Cl)n1 returned SRC2 TRFRET art 1582, PPARg SRC-2 ag 9, TNAP inh hi DEA 0, PPARg SRC1 recr -2, TNAP act hi DEA 1, PPARg SRC-3 ag 12, Efa HMGR inh -2, bIAP activator 1, TNAP inh no acc -5 and bIAP inhibitor -1.
`CCCCCn1c(N)c(C#N)c2nc3ccccc3nc21` gave SRC2 TRFRET art 1668, PPARg SRC-2 ag 5, TNAP inh hi DEA -12, PPARg SRC1 recr 3, TNAP act hi DEA 1.1, PPARg SRC-3 ag -11, Efa HMGR inh -7, bIAP activator 0.9, TNAP inh no acc -5 and bIAP inhibitor 8.
CCCCNC(=O)C(Cc1ccccc1)NS(=O)(=O)c1ccc2c(c1)c(=O)n(C)c(=O)n2C (stereo not drawn) was read as SRC2 TRFRET art 1589, PPARg SRC-2 ag 1, TNAP inh hi DEA -10, PPARg SRC1 recr -2, TNAP act hi DEA 1.1, PPARg SRC-3 ag 10, Efa HMGR inh -10, bIAP activator 1, TNAP inh no acc -6 and bIAP inhibitor 4.
Screening COc1cc(/C=C/CN2CCN(CCC(C)C)C(CCO)C2)ccc1O (stereo not drawn) returned SRC2 TRFRET art 1543, PPARg SRC-2 ag -4, TNAP inh hi DEA 3, PPARg SRC1 recr -10, TNAP act hi DEA 1, PPARg SRC-3 ag -3, Efa HMGR inh -10, bIAP activator 1.1, TNAP inh no acc -4 and bIAP inhibitor -11.
For O=C(Nc1nnc(C2CC2)s1)C1=NN(C2CCS(=O)(=O)C2)C(=O)CC1 (stereo not drawn) the results were SRC2 TRFRET art 1517, PPARg SRC-2 ag 1, TNAP inh hi DEA -6, PPARg SRC1 recr 9, TNAP act hi DEA 1.1, PPARg SRC-3 ag -4, Efa HMGR inh 1, bIAP activator 1, TNAP inh no acc -12 and bIAP inhibitor 2.
Screening N#CN=C1CCCCCN1CC(N)=O returned SRC2 TRFRET art 1434, PPARg SRC-2 ag 0, TNAP inh hi DEA -1, PPARg SRC1 recr 2, TNAP act hi DEA 1, PPARg SRC-3 ag -1, Efa HMGR inh -6, bIAP activator 1, TNAP inh no acc -4 and bIAP inhibitor -3.
Screening Cc1[nH]c2ccccc2c1/C=N\NC(=O)CNc1ccc2c(c1)OCO2 returned SRC2 TRFRET art 1433, PPARg SRC-2 ag 7, TNAP inh hi DEA 1, PPARg SRC1 recr -3, TNAP act hi DEA 1, PPARg SRC-3 ag 2, Efa HMGR inh 0, bIAP activator 1.4, TNAP inh no acc 8 and bIAP inhibitor -38.
For Cc1ccc(N2C(=O)CC3(CC4C=CC3C4)C2=O)cc1 (stereo not drawn) the results were SRC2 TRFRET art 1586, PPARg SRC-2 ag 5, TNAP inh hi DEA -4, PPARg SRC1 recr 11, TNAP act hi DEA 1, PPARg SRC-3 ag 0, Efa HMGR inh -1, bIAP activator 1, TNAP inh no acc -5 and bIAP inhibitor 2.
COc1ccc(N2C(=O)c3ccccc3NC2c2cccnc2)cc1 (stereo not drawn) was read as SRC2 TRFRET art 1685, PPARg SRC-2 ag 9, TNAP inh hi DEA -1, PPARg SRC1 recr 5, TNAP act hi DEA 1, PPARg SRC-3 ag 1, Efa HMGR inh -2, bIAP activator 1, TNAP inh no acc -11 and bIAP inhibitor 3.
Screening CC(=O)c1c(C)[nH]c(C(=O)Nc2cccc(S(=O)(=O)N3CCOCC3)c2)c1C returned SRC2 TRFRET art 1518, PPARg SRC-2 ag 11, TNAP inh hi DEA -1, PPARg SRC1 recr 7, TNAP act hi DEA 1, PPARg SRC-3 ag 5, Efa HMGR inh -3, bIAP activator 0.8, TNAP inh no acc -3 and bIAP inhibitor 20.
For Cc1ccc(-c2nn(C)c(=O)c3ccccc23)cc1CNC(=O)CN1CCOCC1 the results were SRC2 TRFRET art 1646, PPARg SRC-2 ag 5, TNAP inh hi DEA -3, PPARg SRC1 recr 7, TNAP act hi DEA 1, PPARg SRC-3 ag -2, Efa HMGR inh -11, bIAP activator 1, TNAP inh no acc -11 and bIAP inhibitor 0.
For CCOC(=O)CN1CC23C=CC(O2)C(C(=O)Nc2ccc(OC)cc2OC)C3C1=O (stereo not drawn) the results were SRC2 TRFRET art 1618, PPARg SRC-2 ag 5, TNAP inh hi DEA 1, PPARg SRC1 recr 2, TNAP act hi DEA 1, PPARg SRC-3 ag 8, Efa HMGR inh 2, bIAP activator 1, TNAP inh no acc 0 and bIAP inhibitor 1.
Screening COC(=O)c1ccc(CNC(=O)COC(=O)CCC2CCCC2)cc1 returned SRC2 TRFRET art 1609, PPARg SRC-2 ag 3, TNAP inh hi DEA 0, PPARg SRC1 recr -3, TNAP act hi DEA 1, PPARg SRC-3 ag 1, Efa HMGR inh 0, bIAP activator 1, TNAP inh no acc -11 and bIAP inhibitor 1.
S=C(Nc1ccccc1Cl)NC1CCCCCC1 was read as SRC2 TRFRET art 1422, PPARg SRC-2 ag 3, TNAP inh hi DEA -3, PPARg SRC1 recr 4, TNAP act hi DEA 1, PPARg SRC-3 ag 9, Efa HMGR inh -2, bIAP activator 0.8, TNAP inh no acc -3 and bIAP inhibitor 16.
`COc1cc2c(cc1OC)CN(C(=O)c1ccc(OC)c(S(=O)(=O)N3CCOCC3)c1)CC2` gave SRC2 TRFRET art 1604, PPARg SRC-2 ag -5, TNAP inh hi DEA -5, PPARg SRC1 recr 0, TNAP act hi DEA 1, PPARg SRC-3 ag 7, Efa HMGR inh -6, bIAP activator 0.9, TNAP inh no acc -15 and bIAP inhibitor 6.

Three successive entries already listed, quoted:
Screening COC(=O)c1ccc(CNC(=O)COC(=O)CCC2CCCC2)cc1 returned SRC2 TRFRET art 1609, PPARg SRC-2 ag 3, TNAP inh hi DEA 0, PPARg SRC1 recr -3, TNAP act hi DEA 1, PPARg SRC-3 ag 1, Efa HMGR inh 0, bIAP activator 1, TNAP inh no acc -11 and bIAP inhibitor 1.
S=C(Nc1ccccc1Cl)NC1CCCCCC1 was read as SRC2 TRFRET art 1422, PPARg SRC-2 ag 3, TNAP inh hi DEA -3, PPARg SRC1 recr 4, TNAP act hi DEA 1, PPARg SRC-3 ag 9, Efa HMGR inh -2, bIAP activator 0.8, TNAP inh no acc -3 and bIAP inhibitor 16.
`COc1cc2c(cc1OC)CN(C(=O)c1ccc(OC)c(S(=O)(=O)N3CCOCC3)c1)CC2` gave SRC2 TRFRET art 1604, PPARg SRC-2 ag -5, TNAP inh hi DEA -5, PPARg SRC1 recr 0, TNAP act hi DEA 1, PPARg SRC-3 ag 7, Efa HMGR inh -6, bIAP activator 0.9, TNAP inh no acc -15 and bIAP inhibitor 6.
